# Rv3671c inh: Rv3671c serine protease inhibitors, primary screen, biochemical, fluorescence polarization, M. tuberculosis H37Rv; P9WHR9; inhibition, % at 5.96 µM; 0.048% of 320,000 active; AID 2606, 2010; in the data active = inhibition above about 38%;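 also: extracellular domain of Rv3671c used as enzyme; 0% = enzyme with DMSO and 100% = no enzyme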
# Target sequence (P9WHR9 whole entry, looked up, the tested form may be a part): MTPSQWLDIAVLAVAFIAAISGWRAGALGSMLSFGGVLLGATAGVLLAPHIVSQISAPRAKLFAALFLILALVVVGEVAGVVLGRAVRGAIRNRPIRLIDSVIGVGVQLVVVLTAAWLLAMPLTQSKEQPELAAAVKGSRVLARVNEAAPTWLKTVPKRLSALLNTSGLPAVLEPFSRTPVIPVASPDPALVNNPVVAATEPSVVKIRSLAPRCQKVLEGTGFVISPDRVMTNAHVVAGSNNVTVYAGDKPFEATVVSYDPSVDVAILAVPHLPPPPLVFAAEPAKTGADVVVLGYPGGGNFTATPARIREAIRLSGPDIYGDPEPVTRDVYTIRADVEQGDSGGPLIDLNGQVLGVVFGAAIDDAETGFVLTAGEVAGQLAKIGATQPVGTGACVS
# BoNT-F LC inh: BoNT/F light chain protease inhibitors, primary screen, biochemical, flow cytometry, MLPCN library | Multiplex microsphere protease cleavage assay | inhibition, % at 10 µM | 0.22% of 360,000 active | AID 588497, 2011; in the data active = inhibition above about 35%, passing the limit was not always enough; inconclusive = no clear call, values can overlap the other calls; also: plate controls were buffer without enzyme for full effect and enzyme alone for no effect
# Mtb UGM inh: M. tuberculosis UGM enzyme inhibitors, primary screen, biochemical, fluorescence polarization, single point; inhibition, % at 10 µM; 0.06% of 320,000 active; UDP-galactopyranose mutase (Mycobacterium tuberculosis (strain ATCC 25618 / H37Rv)), …; purified UGM, fluorescence polarization probe displacement; AID 504406, 2011; in the data active = inhibition above about 10%, passing the limit was not always enough; inconclusive = no clear call, values can overlap the other calls
# Target sequence (P9WIQ1 whole entry, looked up): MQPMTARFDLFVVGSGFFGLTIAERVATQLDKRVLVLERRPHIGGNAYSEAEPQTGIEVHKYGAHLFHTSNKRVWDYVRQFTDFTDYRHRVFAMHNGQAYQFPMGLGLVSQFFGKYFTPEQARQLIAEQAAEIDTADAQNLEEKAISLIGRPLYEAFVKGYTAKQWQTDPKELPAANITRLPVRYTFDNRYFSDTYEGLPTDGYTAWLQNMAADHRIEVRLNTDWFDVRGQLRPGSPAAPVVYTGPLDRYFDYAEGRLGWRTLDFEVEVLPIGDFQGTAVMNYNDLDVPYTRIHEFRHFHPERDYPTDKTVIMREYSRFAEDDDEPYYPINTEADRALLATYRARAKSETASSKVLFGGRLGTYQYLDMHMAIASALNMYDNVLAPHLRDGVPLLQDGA
# CCHFV vOTU inh: CCHFV vOTU protease inhibitors, primary screen, biochemical, Pep-AMC substrate, fluorescence; inhibition, % at 11.5 µM; 0.55% of 370,000 active; AID 651958, 2012; Crimean-Congo hemorrhagic fever virus L polyprotein viral ovarian tumor (vOTU) protease …; also: 0% = vehicle wells with enzyme and 100% = no enzyme wells
# FadD28 binding: inhibitors of FadD28 bisubstrate probe binding, primary screen, biochemical, fluorescence polarization, single point | 0.22% of 360,000 active | inhibition, % at 12.5 µM | Mycobacterium tuberculosis FadD28 fatty-acid-AMP ligase | AID 588549, 2011; in the data active = inhibition above about 8.5%, passing the limit was not always enough; inconclusive = no clear call, values can overlap the other calls
# BioA inh: M. tuberculosis BioA enzyme inhibitors, primary screen, biochemical, plate reader, single point, HTS; 7,8-diaminopelargonic acid synthase BioA (Mycobacterium tuberculosis); purified M. tuberculosis BioA enzyme; inhibition, % at 9.99 µM; 0.096% of 360,000 active; AID 602481, 2012; in the data active = inhibition above about 40%; inconclusive = no clear call, values can overlap the other calls
# GDH-TPI counter: GDH-TPI coupling enzyme inhibitors, primary screen, artefact control for M. tuberculosis FBA inhibitor project, biochemical, absorbance, full deck; GDH-TPI coupled enzyme counterscreen, NADH absorbance; inhibition, % at 4.8 µM; 1.2% of 360,000 active; AID 588335, 2011;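 also: 0% = DMSO wells and 100% = wells lacking the enzyme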
# Mtb FBA inh: Mtb FBA enzyme inhibitors, primary screen, biochemical, fluorescence, strain H37Rv. 2.3% of 360,000 active. inhibition, % at 1 µM. purified M. tuberculosis FBA, fluorescence read-out. AID 588726, 2011; in the data active = inhibition above about 27%;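 also: 0% = vehicle and 100% = reference inhibitor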
# MazF activator: activators of E. coli MazEF toxin-antitoxin RNase, primary screen, biochemical, fluorescence, uHTS | Endoribonuclease toxin MazF (Escherichia coli (strain K12)), P0AE70 | FAM/BHQ RNA-DNA oligo cleavage fluorescence, 5 h | activation, % at 20 µM | 0.32% of 350,000 active; in the data active = activation above about 50%
# VHR inh abs: VHR1 phosphatase inhibitors, primary screen, biochemical, absorbance, uHTS; 0.52% of 290,000 active; recombinant VHR phosphatase, pNPP absorbance; inhibition, % at 13.3 µM; Dual specificity protein phosphatase 3 (Homo sapiens), P51452; in the data active = inhibition above about 50%; also: some compounds called inactive have numbers as strong as hits
# Target sequence (P51452 whole entry, looked up): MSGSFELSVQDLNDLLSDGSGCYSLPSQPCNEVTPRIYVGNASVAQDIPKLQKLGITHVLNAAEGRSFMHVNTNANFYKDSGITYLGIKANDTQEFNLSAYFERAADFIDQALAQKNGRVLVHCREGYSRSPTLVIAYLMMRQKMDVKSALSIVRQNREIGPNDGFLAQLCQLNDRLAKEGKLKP
# Starred values were filed as active, the others as inactive; ? = inconclusive; · = no result given; + = active, no number. Rule as the data show it, unless noted: active = inhibition above about 30%; inactive = the rest.
molecule,Rv3671c inh,BoNT-F LC inh,Mtb UGM inh,CCHFV vOTU inh,FadD28 binding,BioA inh,GDH-TPI counter,Mtb FBA inh,MazF activator,VHR inh abs
Cc1ccnn1-c1ccc(C(=O)NCC(c2ccco2)N2CCCC2)cc1 (centres undefined),-4,-2,0.4,-6,1.6,-0.1,6,4,1,·
Cc1ccc(C)c(NC(=O)c2ccc(OCc3c(C)noc3C)cc2)c1,-5,-6,1.5,2,-0.1,0.5,1,-1,6,·
CCCCN(C)CCNS(=O)(=O)c1ccc2c(c1)n(C)c(=O)c(=O)n2C,1,-2,1.2,9,-0.1,-0.3,7,6,1,32
CC1CSc2nc3sc4c(c3c(=O)n21)CCCC4 (centres undefined),4,-8,1.9,-1,-3.9,-1.9,2,2,-6,0
Cc1ccc(-c2cc3nc(NCCOc4ccccc4Cl)n(C)c(=O)c3s2)cc1,·,-2,·,4,-1.8,-0.7,7,1,·,·
O=C(NCC1CCCO1)c1ccc2c(c1)N(Cc1ccccc1)C(=O)CS2=O (centres undefined),-5,-5,0.7,-1,-2.3,-0.5,2,0,5,28
CC(C)C(=O)c1cc2c(cc1NC(=O)c1cccs1)OCCO2,-4,-4,-1.6,-7,0.2,-5.1,12,3,-9,53*
Cc1ccc(N2C(=O)N(CC(=O)Nc3cccc(Cl)c3)C(=O)C2C)cc1 (centres undefined),-5,-1,-1.4,4,-1.1,·,-8,-1,1,·
CC1=CC(c2ccc(Cl)cc2)n2nc(N3C(=O)CCC3=O)nc2N1 (centres undefined),5,11,4.9,·,-0.6,·,16,167*,7,9
COc1nc(NCC(C)C)nc(Oc2ccc(OCc3ccccc3)nn2)n1,-5,7,4.1,3,-1.6,-1.3,6,8,1,6
Cc1cc(C)cc(Cn2c3ccc(NC(=O)NCc4ccc(F)cc4)cc3c(=O)n2C)c1,·,1,·,-76,-0.4,-0.9,8,133*,·,·
COc1ccc(/C=C/C(=O)N2CCCc3ccccc32)c(OC)c1,-9,5,8.4,1,-4.9,-0.2,29,-4,2,-12
CCOc1ccc(NC(=S)NCCCc2ccccc2)cc1,10,-11,-2.5,8,-0.8,1.1,-4,1,11,18
O=CNC1c2ccccc2CCc2ccccc21,·,0,·,6,-1.3,-0.2,5,1,7,·
COc1ccc(S(=O)(=O)N2CCCC2)c(C)c1C,-6,1,0.8,-6,-0.8,0.5,10,-2,2,28
Cc1cc(C)n(-c2ccc(C(=O)C(C#N)c3nc4ccccc4n3C)cc2)n1 (centres undefined),-9,0,1.8,-9,1.1,1.4,22,-1,2,13
CSc1nc2ccsc2c(=O)n1-c1ccccn1,-6,-5,-1.1,7,-0.1,·,11,7,4,20
COc1cc(C(=O)Nc2ccc3c(c2)OCCO3)ccc1OC(F)F,1,-5,2.1,12,-2.7,12,10,0,1,21
COc1ccc(C)cc1NC(=O)n1ncc2cc(Cl)ccc21,3,-17,0.3,-7,-0.4,5.6,-5,0,-1,-38
O=C(O)CCc1ccc(-c2ccc(Cl)cc2)n1CC(=O)O,-4,-14,0.8,-4,0.2,-0.5,-2,3,-6,4
COc1ccc(/C(O)=C/c2nc3ccccc3n(-c3ccccc3)c2=O)cc1,-7,37*,9.3,15,-4.6,·,3,0,-210,33
CCN(c1cccc(C)c1)S(=O)(=O)c1ccc(-n2cccn2)cc1,-4,4,0.7,20,-1.4,-0.3,-3,4,-8,-27
CCn1c(SCC(=O)N2CCCC2=O)nc2ccccc21,·,2,·,2,0.5,-0.2,16,-2,1,·
Cc1ccc(NC(=O)C2CCCC2)cc1S(=O)(=O)N1CCOCC1,-6,0,-0.3,10,-1.4,-1.3,2,7,-1,·

# The final two entries of the part above lead into the next:
molecule,Rv3671c inh,BoNT-F LC inh,Mtb UGM inh,CCHFV vOTU inh,FadD28 binding,BioA inh,GDH-TPI counter,Mtb FBA inh,MazF activator,VHR inh abs
CCn1c(SCC(=O)N2CCCC2=O)nc2ccccc21,·,2,·,2,0.5,-0.2,16,-2,1,·
Cc1ccc(NC(=O)C2CCCC2)cc1S(=O)(=O)N1CCOCC1,-6,0,-0.3,10,-1.4,-1.3,2,7,-1,·
CCOC(=O)CSc1nnc(CSc2nc(N)c3c(C)c(C)sc3n2)n1-c1ccccc1,-15,1,-1.7,3,-5.7,·,-10,-2,-3,54*
CCOc1ccccc1N/C(=N/c1nc(C)cc(C)n1)NC(=O)Nc1ccc(Cl)c(Cl)c1,-2,·,0.1,4,·,·,·,·,·,-1
CN(C)NC(=O)c1ccc([N+](=O)[O-])s1,6,1,-1.8,-5,-1.2,·,11,-2,10,32
Cc1c(-c2cccc(NC(=O)c3cccs3)c2)nc2ncccn12,1,0,-3.0,-303,-7.5,·,11,+,6,21
Cc1nn(-c2ccccc2)c(Cl)c1/C=N/NC(=O)c1ccccc1NS(=O)(=O)c1cccs1,-25,-7,0.0,27,-1.5,·,25,1,-3,7
CCn1c(O)c(N=Nc2ccc3ccccc3n2)c2ccccc21,-3,-9,-0.7,-2,-3.0,·,1,1,-36,-18
O=[N+]([O-])c1ccc(S(=O)(=O)Nc2ccccn2)cc1,-1,4,-2.2,-10,-3.5,-0.6,6,-4,3,18
COCCNC(=O)c1cc2ncc(Br)cn2n1,-9,-4,-3.5,-14,-3.9,1.0,-8,1,3,31
O=[N+]([O-])c1cccc(S(=O)(=O)NC2CC3CCC2C3)c1 (centres undefined),-1,11,1.5,2,-3.0,1.8,-2,1,8,14
OC[C@@H](O)[C@@H](O)CO,1,-2,-1.4,-4,-4.3,1.5,-4,0,14,·
CC(C)OC(=O)N(C)C[C@H]1OCc2cn(nn2)CCCC(=O)N([C@H](C)CO)C[C@@H]1C,·,1,·,-3,-4.7,-2.6,9,-1,4,·
Cc1ccc(-n2ncc3c(SCC(=O)NNC(=O)C(C)C)ncnc32)cc1,3,-29,1.4,11,-1.7,1.0,16,4,0,·
O=C1CC(SCCc2nc3ccccc3[nH]2)C(=O)N1c1ccc(F)c(Cl)c1 (centres undefined),4,5,1.3,8,-2.2,2.0,12,6,-3,·
CCCOCC1CC2(SC(=Nc3ccc(C)cc3)NC2=O)C(=O)O1 (centres undefined),-11,-17,2.6,4,-0.2,-1.6,2,2,0,-28
CC1COC2N=C(N[N+](=O)[O-])NC2O1 (centres undefined),-1,-1,0.4,9,-1.7,·,4,3,3,24
O=C(COC(=O)c1ccccc1)c1ccc(S(=O)(=O)N2CCCCC2)cc1,·,-6,·,0,-2.9,-0.6,1,-3,-6,·
CC(C)c1cc(Br)c(NC(=O)Nc2cccnc2)c(Br)c1,6,-10,-4.0,-16,2.6,12,0,-4,5,-1
COc1cc(/C=C2/C(=N)N3C=CSC3=NC2=O)ccc1OCCOc1ccc(NC(C)=O)cc1,2,0,-0.7,-17,-1.7,·,13,0,8,19
O=C(CCNC(=O)c1ccc(Br)cc1)NCC1CCCO1 (centres undefined),3,·,1.8,14,-0.8,-2.3,-3,0,1,·
CSc1nc(C)[nH]c(=O)c1C#N,3,4,2.6,-5,-2.2,·,2,2,-1,14
COc1ccc(-n2ncc(C(C)NS(=O)(=O)c3cccs3)c2C)cc1 (centres undefined),-5,1,-0.6,-8,-0.7,1.2,-5,4,1,-20
CC(C)OC(=O)CC(NC(=O)OC(C)(C)C)c1ccccc1 (centres undefined),1,·,3.2,15,·,·,·,·,1,-4
N#CC1=C(SCc2ccccc2)NC(=O)CC1c1ccc(O)cc1 (centres undefined),-11,-2,-1.3,-3,-1.3,0.2,1,1,4,17
Cc1cccc(OCC2=NS(=O)(=O)c3ccccc3N2)c1,-15,4,0.2,-7,-8.3,1.2,8,1,-7,3
COc1ccc(CC(=O)Nc2ccccc2NC(=O)Cc2ccc(OC)cc2)cc1,-19,13,-0.6,-7,0.6,·,-4,-2,-17,-15
Cc1nn(CCC(=O)NCc2ccc(N(C)C)cc2)c(=O)c2nn(-c3ccccc3)c(C)c12,-1,6,0.5,4,-1.9,-1.5,-2,-1,9,6
COc1ccc(N2CCN(C(=S)NCc3ccc(C)cc3)CC2)cc1,3,2,-1.1,0,-2.8,·,1,0,6,12
CC(NCc1ccc(F)cc1)C(=O)Nc1cc(S(=O)(=O)N2CCCCC2)ccc1Cl (centres undefined),-4,-7,0.5,15,-0.7,·,5,2,-2,-8
C=CCN1C(=O)c2ccc(C(=O)N3CCC(C(N)=O)CC3)cc2C1=O,-6,·,-0.8,-9,-2.2,-1.9,7,2,1,1
CC(C)c1nnc(NC(=O)CC(=O)Nc2ccccc2C(=O)O)s1,2,0,3.2,0,-2.5,-1.4,-9,7,7,7
CCOC(=O)c1c(C)[nH]c(C(=O)NNC(=O)c2ccccc2)c1C,1,5,-1.6,·,0.9,2.5,7,0,-6,18
CC(=O)N1CCN(C(=O)c2cccc(S(=O)(=O)NCc3ccccc3)c2)CC1,-9,?,0.6,2,-0.2,·,9,8,2,·
O=C(CN1C(=O)c2ccccc2C1=O)NCC(=O)OCC(=O)c1cccc([N+](=O)[O-])c1,5,-6,-1.0,3,-1.5,-2.5,-3,-2,11,-12
CN(C)CCCNCC(=O)Nc1ccc(Cl)cc1C(=O)c1ccccc1,-1,-8,1.9,8,-2.0,·,5,3,9,-17
O=C(O)c1cccc(S(=O)(=O)Nc2ccccc2N2CCOCC2)c1,4,-4,0.9,6,0.1,-0.1,4,0,10,25
CCC1Nc2ncnc(N3CCc4ccccc4C3)c2N(Cc2ccc(Br)cc2)C1=O (centres undefined),·,-8,·,·,-1.0,0.0,·,6,·,·
Cc1cccc(N2CCN(C(=O)c3ccc(CS(=O)(=O)c4ccccc4C)o3)CC2C)c1 (centres undefined),-1,1,-1.2,4,1.8,-1.8,9,0,9,20
Cn1cc(Br)c(C(=O)Nc2sc3c(c2C(N)=O)CCC3)n1,-4,-10,-2.7,4,-2.5,·,14,-1,18,4
COc1ccc(Cl)cc1C(=O)n1cnc2ccccc21,-5,12,0.2,-11,0.1,-1.9,8,4,-11,18
Cc1ccc(S(=O)(=O)[N-]c2nc3ccccc3nc2-n2cc[n+](Cc3ccccc3)c2)cc1,3,?,-0.5,-13,-1.6,-0.5,20,15,5,-4
O=C(Nc1ccc2c(c1)OCO2)N1CCN(c2ccccc2Cl)CC1,2,4,3.2,-7,-1.0,15,-10,1,7,8
COc1ccc(OCC(=O)NCCCCCCNC(=O)COc2ccc(OC)cc2)cc1,7,-12,0.1,-1,-2.1,-1.6,3,-1,6,6
COc1ccccc1C(C)NC(=O)Cc1ccc(S(=O)(=O)N2CCOCC2)s1 (centres undefined),-2,10,-1.1,1,-1.0,·,0,0,1,·
CC1(C)CC(=O)C(C=Nc2ccccc2Sc2ccccc2)=C(O)C1,4,-2,-1.4,·,-6.4,-0.4,18,-2,-5,6
CC12CCCCC1N(O)C(=O)C(=O)N2O (centres undefined),-3,-7,-0.9,-3,-3.8,·,5,1,-8,1
